Myeloid diff 2: induction of myeloid progenitor differentiation, primary screen, cell-based, flow cytometry, MLPCN library | 360,000 tested, 1% active | ER-HoxA9 myeloid progenitors, lysozyme-GFP differentiation | AID 624256, 2012 | calls only at 10 µM;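 active = normalized GFP-positive differentiation at or above the plate's own cutoff, the solvent-only control mean plus 3 SD; inconclusive = no clear call, values can overlap the other calls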;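 also: cells exposed to compound for four days before flow analysis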
Myeloid diff 2 GFP+ MAC1+ %: also measured in Myeloid diff 2; calls as there; GFP+ MAC1+ double positive, %; measured here: differentiation confirmed by MAC1 staining
Active calls of the source: *.

Preview, two compounds:
Results for COc1ccc(NC(=O)c2ccc(NC(=O)C3COc4ccccc4O3)cc2)c(OC)c1 (stereo not given) ?
Myeloid diff 2: inactive; Myeloid diff 2 GFP+ MAC1+ %: 0.3

Results for Cc1cccc(C)c1NC(=O)CN1CCN(C(=O)c2ccc(OCc3cn4ccccc4n3)cc2)CC1 ?
Myeloid diff 2: inactive; Myeloid diff 2 GFP+ MAC1+ %: 0.5

Main list, from the start:
Results for COc1ccc(NC(=O)c2ccc(NC(=O)C3COc4ccccc4O3)cc2)c(OC)c1 (stereo not given) ?
Myeloid diff 2: inactive; Myeloid diff 2 GFP+ MAC1+ %: 0.3

Results for Cc1cccc(C)c1NC(=O)CN1CCN(C(=O)c2ccc(OCc3cn4ccccc4n3)cc2)CC1 ?
Myeloid diff 2: inactive; Myeloid diff 2 GFP+ MAC1+ %: 0.5

How did COc1cccc(C(=O)OCC(=O)N2CCC(Cc3ccccc3)CC2)c1OC do in these assays?
Myeloid diff 2: inactive; Myeloid diff 2 GFP+ MAC1+ %: 0.6

Results for CC1(C(=O)NCc2ccc(F)c(F)c2)Cc2c(-c3ccc4c(c3)OCO4)ccnc2O1 (stereo not given) ?
Myeloid diff 2: inconclusive

Results for O=C(NC(c1ccccc1)c1ccc2ccccc2n1)C1CCN(Cc2cccc(C(F)(F)F)c2)CC1 (stereo not given) ?
Myeloid diff 2: inactive; Myeloid diff 2 GFP+ MAC1+ %: 1.0

How did Cc1nc(N)nc(N)c1-c1ccc([N+](=O)[O-])cc1 do in these assays?
Myeloid diff 2: inconclusive

How did O=C1NC(=O)C(c2ccccc2)(c2ccccc2)N1S(=O)(=O)c1ccccc1 do in these assays?
Myeloid diff 2: inactive; Myeloid diff 2 GFP+ MAC1+ %: 0.5

Results for O=C(c1ccccc1)c1ccc(N2CCN(C(=O)c3ccc(F)cc3F)CC2)c(F)c1 ?
Myeloid diff 2: inactive; Myeloid diff 2 GFP+ MAC1+ %: 0.8

What do the screens show for `COc1ccc(C2=NOC(Cn3nc(-c4ccccc4)cc3C(=O)NCc3ccco3)C2)cc1` (stereo not given)?
Myeloid diff 2: inactive; Myeloid diff 2 GFP+ MAC1+ %: 0.9

What do the screens show for `CO[C@H]1/C=C/O[C@@]2(C)Oc3c(C)c(O)c4c(O)c(c5c(c4c3C2=O)NC2(CCN(CC(C)C)CC2)N=5)=NC(=O)/C(C)=C\C=C\[C@H](C)[C@H](O)[C@@H](C)[C@@H](O)[C@@H](C)[C@H](OC(C)=O)[C@@H]1C`?
Myeloid diff 2: inactive; Myeloid diff 2 GFP+ MAC1+ %: 2.8

Results for CC(Sc1nnc(-c2ccncc2)n1C)C(=O)NCC(=O)Nc1ccc(F)c(F)c1F (stereo not given) ?
Myeloid diff 2: inactive; Myeloid diff 2 GFP+ MAC1+ %: 4.4

How did O=[N+]([O-])c1cccnc1Nc1ccc(Cl)cc1 do in these assays?
Myeloid diff 2: inactive; Myeloid diff 2 GFP+ MAC1+ %: 1.5

Results for CC(C)NC(=O)Nc1ccc2c(c1)C(=O)N([C@H](C)CO)C[C@H](C)[C@@H](CN(C)Cc1ccc3c(c1)OCO3)OCCCC[C@@H](C)O2 ?
Myeloid diff 2: inactive; Myeloid diff 2 GFP+ MAC1+ %: 0.8

Results for O=C(Cc1ccc([N+](=O)[O-])cc1)Nc1cccc(C(=O)N2CCCC2)c1 ?
Myeloid diff 2: inactive; Myeloid diff 2 GFP+ MAC1+ %: 2.5

How did CCNC(=O)N(C)c1c(CC)nc2ccc(C(=O)N3CCN(S(=O)(=O)CC)CC3)cn12 do in these assays?
Myeloid diff 2: inactive; Myeloid diff 2 GFP+ MAC1+ %: 1.3

How did O=C(NCc1ccccc1)C(C1CC1)n1c(=O)c(-c2ccco2)nc2ccccc21 (stereo not given) do in these assays?
Myeloid diff 2: inactive; Myeloid diff 2 GFP+ MAC1+ %: 3.7

What do the screens show for `Clc1cccc(CNc2ccn3nc(-c4ccc(OCCN5CCOCC5)cc4)cc3n2)c1`?
Myeloid diff 2: inactive; Myeloid diff 2 GFP+ MAC1+ %: 0.6

Results for COc1ccc(OC)c(NC(=O)CSc2ncnc3sc(C)cc23)c1 ?
Myeloid diff 2: inactive; Myeloid diff 2 GFP+ MAC1+ %: 0.9

How did Cc1cc(OCC(=O)OCC(=O)N2CCCc3ccccc32)ccc1Cl do in these assays?
Myeloid diff 2: inactive; Myeloid diff 2 GFP+ MAC1+ %: 3.8

What do the screens show for `NC(c1csc(Nc2ccc(C(=O)NCCCO)cn2)n1)c1ccccc1Cl` (stereo not given)?
Myeloid diff 2: inactive; Myeloid diff 2 GFP+ MAC1+ %: 2.4

How did CN(Cc1ccccc1)c1cc2c(c3c1ccn3C)C1CCC2C1 (stereo not given) do in these assays?
Myeloid diff 2: inactive; Myeloid diff 2 GFP+ MAC1+ %: 1.6

How did CC(C)NC(=O)C1C(c2ccc(C(F)(F)F)cc2)=Nc2ccccc2N1C(=O)c1ccco1 (stereo not given) do in these assays?
Myeloid diff 2: inactive; Myeloid diff 2 GFP+ MAC1+ %: 2.6

Results for CCCCN(C=O)c1c(CC)nc2c(OCCn3cccc3)cccn12 ?
Myeloid diff 2: inactive; Myeloid diff 2 GFP+ MAC1+ %: 1.7

What do the screens show for `CCOC(=O)C(=O)N(C)c1c(CC)nc2c(OCc3ccc(OC(F)F)cc3)cccn12`?
Myeloid diff 2: inactive; Myeloid diff 2 GFP+ MAC1+ %: 0.7

What do the screens show for `Cc1noc(C)c1S(=O)(=O)NC(=O)C1(C)CCN1C(=O)C1(c2ccc(Cl)cc2)CC1` (stereo not given)?
Myeloid diff 2: inactive; Myeloid diff 2 GFP+ MAC1+ %: 1.0

Results for C=CCNC(=O)c1cccc2c1C(=O)c1ccc(N3CCCC3)cc1S2(=O)=O ?
Myeloid diff 2: inactive; Myeloid diff 2 GFP+ MAC1+ %: 0.9

Results for OCC[C@@H]1C[C@H](O)[C@@H](O)[C@@]2(OCc3ccc(CO)cc32)O1 ?
Myeloid diff 2: inactive; Myeloid diff 2 GFP+ MAC1+ %: 0.8

How did COC(=O)c1ccc2nc(-c3ccc(C)cc3)c(CC3CCCCC3)n2c1 do in these assays?
Myeloid diff 2: inactive; Myeloid diff 2 GFP+ MAC1+ %: 1.7

What do the screens show for `Cc1ccc(S(=O)(=O)N2[C@@H](c3ccc4c(c3)OCO4)C(C(=O)O)=C[C@H]2C(C)(C)C)cc1`?
Myeloid diff 2: inactive; Myeloid diff 2 GFP+ MAC1+ %: 0.7

How did COc1cc(C)ccc1OCC(=O)Nc1nnc(C2CC2)s1 do in these assays?
Myeloid diff 2: inactive; Myeloid diff 2 GFP+ MAC1+ %: 1.4

What do the screens show for `CC(C)(C)OC(=O)C[C@H]1C/C=C\C[C@H](CC(=O)NCCO)C(=O)NC[C@@H](c2ccccc2)OC1=O`?
Myeloid diff 2: inactive; Myeloid diff 2 GFP+ MAC1+ %: 1.1

How did O=c1cc(CN2CCN(S(=O)(=O)c3ccccc3)CC2)nc2ccc(Cl)cn12 do in these assays?
Myeloid diff 2: inactive; Myeloid diff 2 GFP+ MAC1+ %: 0.3

What do the screens show for `CC1(C(=O)Nc2ccc3c(c2)OCO3)CCN1C(=O)C1CCCCC1` (stereo not given)?
Myeloid diff 2: inactive; Myeloid diff 2 GFP+ MAC1+ %: 0.8

What do the screens show for `O=C(COC(=O)c1ccccc1C(F)(F)F)NC(=O)NCc1ccco1`?
Myeloid diff 2: inactive; Myeloid diff 2 GFP+ MAC1+ %: 0.5

Results for COCCNC(=O)C1CCCN(C(=O)c2ccc(C(F)(F)F)nc2C)CC1 (stereo not given) ?
Myeloid diff 2: inactive; Myeloid diff 2 GFP+ MAC1+ %: 0.3

What do the screens show for `CC(C)C(=O)N[C@@H]1c2ccccc2CC[C@@H]1OCc1ccccc1`?
Myeloid diff 2: inactive; Myeloid diff 2 GFP+ MAC1+ %: 0.4

What do the screens show for `CSc1ncccc1C(=O)OCC(=O)N1CCCC1`?
Myeloid diff 2: inactive; Myeloid diff 2 GFP+ MAC1+ %: 0.3

How did Nc1[nH]c(C(=O)c2ccccc2)c(-c2ccc(Br)cc2)c1C(=O)c1cccs1 do in these assays?
Myeloid diff 2: inactive; Myeloid diff 2 GFP+ MAC1+ %: 1.6

Results for O=C(c1cc(-c2ccccc2)on1)N(Cc1cccnc1)C(c1ccccn1)c1nc2ccccc2[nH]1 (stereo not given) ?
Myeloid diff 2: inactive; Myeloid diff 2 GFP+ MAC1+ %: 1.1

Results for O=C1OCCN1C(=O)[C@H]1[C@H](c2ccc(Cl)cc2)C(c2ccccc2)=NN1c1ccc(Br)cc1 ?
Myeloid diff 2: inactive; Myeloid diff 2 GFP+ MAC1+ %: 0.9

How did N#CC1=C(SCC(N)=O)NC(=O)CC1c1cccc2ccccc12 (stereo not given) do in these assays?
Myeloid diff 2: inactive; Myeloid diff 2 GFP+ MAC1+ %: 0.1

Results for O=c1[nH]c(=S)[nH]c2c1C(c1ccc(Cl)c(Cl)c1)OC(CCc1ccccc1)C2 (stereo not given) ?
Myeloid diff 2: inactive; Myeloid diff 2 GFP+ MAC1+ %: 0.5

Results for COc1ccc(S(=O)(=O)N(C)C)cc1NC(=O)COc1ccc2c(c1)CCC2 ?
Myeloid diff 2: inactive; Myeloid diff 2 GFP+ MAC1+ %: 1.0

What do the screens show for `CC(C)CC(N)c1csc(Nc2ncccn2)n1` (stereo not given)?
Myeloid diff 2: inactive; Myeloid diff 2 GFP+ MAC1+ %: 0.7

What do the screens show for `C[C@@H]1CN([C@@H](C)CO)C(=O)CCCn2cc(nn2)CO[C@H]1CN(C)S(=O)(=O)c1ccc(Cl)cc1`?
Myeloid diff 2: inactive; Myeloid diff 2 GFP+ MAC1+ %: 0.3

How did O=[N+]([O-])c1cc2c(c3cccnc13)COCO2 do in these assays?
Myeloid diff 2: inactive; Myeloid diff 2 GFP+ MAC1+ %: 3.4

How did C#CCN(C[C@H]1[C@H](OC(=O)NC2CCCC2)[C@H](OC(=O)NC2CCCC2)C[C@@H](C(=O)OC)[C@H]1C(=O)OC)S(=O)(=O)c1ccc(C)cc1 do in these assays?
Myeloid diff 2: inactive; Myeloid diff 2 GFP+ MAC1+ %: 1.4

How did CCN1CCC(C(=O)NC(c2ccc(F)cc2)c2ncccc2C)CC1 (stereo not given) do in these assays?
Myeloid diff 2: inactive; Myeloid diff 2 GFP+ MAC1+ %: 0.8

How did COc1ccc([C@H]2C[C@@H](O)[C@H](n3cc(-c4ccc(F)cc4)nn3)CN2CC2CCCCC2)cc1 do in these assays?
Myeloid diff 2: inactive; Myeloid diff 2 GFP+ MAC1+ %: 1.8

Results for COc1cccc2sc3cc(NCc4ccc5c(c4)OCO5)ccc3c(=O)c12 ?
Myeloid diff 2: inactive; Myeloid diff 2 GFP+ MAC1+ %: 1.9

Results for COc1cc(/C=C/C(=O)OCC(=O)N2CCCCCC2)cc(OC)c1OC ?
Myeloid diff 2: inactive; Myeloid diff 2 GFP+ MAC1+ %: 1.0

What do the screens show for `Cc1ccc(CNC(=O)c2[nH]c(C(F)(F)F)nc2-c2ccccc2)cc1`?
Myeloid diff 2: inactive; Myeloid diff 2 GFP+ MAC1+ %: 2.1

How did O=C(COc1coc(CN2CCN(c3ccc(F)cc3)CC2)cc1=O)NC1CCCCC1 do in these assays?
Myeloid diff 2: inactive; Myeloid diff 2 GFP+ MAC1+ %: 1.0

Results for Cc1noc(C)c1C(=O)OCC(=O)NC(=O)c1ccc(C(C)(C)C)cc1 ?
Myeloid diff 2: inactive; Myeloid diff 2 GFP+ MAC1+ %: 0.7

How did Cc1ccccc1CNC(=O)C(C)Sc1ccccc1 (stereo not given) do in these assays?
Myeloid diff 2: inactive; Myeloid diff 2 GFP+ MAC1+ %: 0.3

Results for C/C(Sc1nnc(Cc2ccccc2)o1)=C(\O)c1ccccc1 ?
Myeloid diff 2: inactive; Myeloid diff 2 GFP+ MAC1+ %: 0.9

Results for CC(C)c1ccc([C@@H]2O[C@H](CCc3ccccc3)Cc3[nH][nH]c(=O)c32)cc1 ?
Myeloid diff 2: inactive; Myeloid diff 2 GFP+ MAC1+ %: 1.1

What do the screens show for `Nc1ncnc2c1ncn2[C@@H]1O[C@H](CNS(=O)(=O)c2ccc(-c3ccno3)s2)[C@@H](O)[C@H]1O`?
Myeloid diff 2: inactive; Myeloid diff 2 GFP+ MAC1+ %: 0.5

What do the screens show for `COc1ncc(-c2c(-c3ccccc3OC)sc3ccccc23)cn1`?
Myeloid diff 2: inactive; Myeloid diff 2 GFP+ MAC1+ %: 0.5

How did CSc1nc(N)nc2c1ncn2CC(=O)NCc1ccc2c(c1)OCO2 do in these assays?
Myeloid diff 2: inactive; Myeloid diff 2 GFP+ MAC1+ %: 0.3

Results for COc1ccc(Nc2nc3cc(-c4sccc4C)sc3c(=O)n2C)cc1OC ?
Myeloid diff 2: inconclusive

Results for OC(c1ccc(F)c(F)c1)c1nc(-c2cccc(C(F)(F)F)c2)cs1 (stereo not given) ?
Myeloid diff 2: inactive; Myeloid diff 2 GFP+ MAC1+ %: 0.8

Results for COc1cc(N(C(C)=O)c2ccc(O)cc2)c2ncccc2c1 ?
Myeloid diff 2: inactive; Myeloid diff 2 GFP+ MAC1+ %: 1.7

How did COc1ccc2sc(-c3ccc(S(C)(=O)=O)cc3)c(-c3ccc(SC)cc3)c2c1 do in these assays?
Myeloid diff 2: inactive; Myeloid diff 2 GFP+ MAC1+ %: 1.3

Results for Cc1ccc(OCC(=O)Nc2ccc3c(c2)nc(CCN2CCN(c4ccccn4)CC2)n3C)cc1 ?
Myeloid diff 2: inactive; Myeloid diff 2 GFP+ MAC1+ %: 1.3

Structural class: the compounds so far with bromine
How did Nc1[nH]c(C(=O)c2ccccc2)c(-c2ccc(Br)cc2)c1C(=O)c1cccs1 do in these assays?
Myeloid diff 2: inactive; Myeloid diff 2 GFP+ MAC1+ %: 1.6

Results for O=C1OCCN1C(=O)[C@H]1[C@H](c2ccc(Cl)cc2)C(c2ccccc2)=NN1c1ccc(Br)cc1 ?
Myeloid diff 2: inactive; Myeloid diff 2 GFP+ MAC1+ %: 0.9

From PubChem

An excerpt. The share of hits here may be higher or lower than overall.
